D2 ag: agonists of human D2 dopamine receptor | activation, % at 2 µM | P14416 | HEK293 T-REx D2 cells, calcium flux agonist mode | 0.53% of 340,000 active;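 active = activation over 3 SD above normal in the single-dose calcium agonist read, cut at about 30% in these data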; note: 0% is about no effect
Target sequence (P14416 whole entry, looked up): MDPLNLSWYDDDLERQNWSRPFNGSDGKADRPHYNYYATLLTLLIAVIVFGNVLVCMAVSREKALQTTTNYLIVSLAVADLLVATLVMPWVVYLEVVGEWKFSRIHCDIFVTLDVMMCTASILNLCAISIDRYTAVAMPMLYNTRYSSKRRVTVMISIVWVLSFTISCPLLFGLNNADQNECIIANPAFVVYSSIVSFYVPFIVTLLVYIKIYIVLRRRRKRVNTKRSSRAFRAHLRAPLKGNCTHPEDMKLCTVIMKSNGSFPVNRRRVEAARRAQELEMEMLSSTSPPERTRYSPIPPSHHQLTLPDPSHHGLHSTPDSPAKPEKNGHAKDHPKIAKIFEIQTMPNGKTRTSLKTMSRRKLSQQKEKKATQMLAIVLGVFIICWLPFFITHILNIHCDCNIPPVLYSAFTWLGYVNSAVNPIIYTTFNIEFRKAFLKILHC
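Calcium-flux readout, 1 cycle/sec over 180 s following compound pin transfer, in inducible HEK293 Trex D2 cells (force-coupled); dopamine controls included. Positive calcium responses during this window marked compounds as potential agonists.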
D1 PAM: enhances dopamine response at the human D1 receptor; P21728; HEK293 TREx D1 cells, calcium flux, dopamine EC20 potentiation; potentiation, % at 10 µM; 0.036% of 360,000 active; AID 504651; in the data active = potentiation above about 30%; note: 0% is about no effect
D2 antag: antagonizes the human D2 dopamine receptor; P14416; HEK293 TREx D2 cells, calcium flux, dopamine EC80; inhibition, % at 10 µM; 2% of 340,000 active; AID 485344; in the data active = inhibition above about 30%; note: 0% is about no effect
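Overnight-induced (tetracycline, 30 C) HEK293 T-REx cells carrying force-coupled D2 receive a no-wash calcium dye, then compound, then EC80 dopamine at 180 s; signals are read kinetically throughout.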
D1 antag: human D1 dopamine receptor antagonism. P21728. HEK293 TREx D1 cells, calcium flux, dopamine EC80; hits give low values. activity change, negative = inhibition, % at 10 µM. 3.2% of 360,000 active. AID 504652; in the data active = activity change below about -30%; note: % is set by controls: 0 for no effect and ±100 for the full control effect
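Calcium flux readout: force-coupled, inducible Hek293 Trex D1 line, cells induced overnight at 30 C with tetracycline, dye-loaded 30–90 min at RT. Antagonism scored against EC80 dopamine challenge given 180 s after compound.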
RXFP1 antag: antagonists of human relaxin receptor RXFP1 | Q9HBX9 | HEK293-RXFP1, relaxin-stimulated cAMP HTRF, 30 min; hits give low values | activity change, negative = inhibition, % at 57.5 µM | 0.59% of 350,000 active | AID 1259400;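 active = activity change of -60% or lower, but not beyond a set lower limit; inconclusive = change between -60% and -40%, or beyond the set limit; inactive = change above -40%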; note: % is set by controls: 0 for no effect and ±100 for the full control effect
D1 ag: human D1 receptor agonism; HEK293 T-REx D1 cells, calcium flux, agonist mode; activation, % at 2 µM; 1% of 360,000 active; note: 0% is about no effect
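Agonism was scored from calcium flux recorded over 180 s (1 read/s) after pintool compound addition, following a 10-cycle baseline. Cells were inducible force-coupled HEK293 TREx D1, plated overnight at 30 C and loaded with no-wash calcium dye.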
TRHR agonist: agonists of human TRH receptor; TRHR cells, calcium flux fluo-8, FDSS agonist mode; P34981; AID 493084; 0.18% of 360,000 active; activation, % at 2 µM; note: 0% is about no effect
Target sequence (P34981 whole entry, looked up): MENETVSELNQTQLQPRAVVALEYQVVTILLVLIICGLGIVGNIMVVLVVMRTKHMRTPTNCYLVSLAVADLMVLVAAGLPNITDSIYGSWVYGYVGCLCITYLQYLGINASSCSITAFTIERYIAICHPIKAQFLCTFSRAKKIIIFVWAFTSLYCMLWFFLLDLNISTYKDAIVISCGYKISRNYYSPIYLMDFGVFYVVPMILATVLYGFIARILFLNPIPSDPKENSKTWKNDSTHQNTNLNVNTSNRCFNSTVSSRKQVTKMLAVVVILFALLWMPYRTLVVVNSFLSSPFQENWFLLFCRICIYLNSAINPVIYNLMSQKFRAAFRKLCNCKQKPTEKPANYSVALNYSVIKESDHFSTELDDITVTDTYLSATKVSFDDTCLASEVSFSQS
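TRHR-expressing cells loaded with fluo-8 calcium dye; 23 nL library compound pin-transferred, kinetic FDSS fluorescence (Ex 480/Em 530) recorded about 180 s for agonist-induced calcium release, before a 10 nM TRH EC20 addition for potentiator mode.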
D2 potentiator: D2 dopamine receptor (human) potentiation; P14416; HEK293 T-REx D2, calcium flux, EC20 dopamine potentiation; potentiation, % at 10 µM; 0.34% of 340,000 active; AID 485347;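 active = potentiation over 3 SD above the plate norm, cut at about 30% in these data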; note: 0% is about no effect
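Tetracycline-induced HEK293 T-REx cells force-coupled to calcium signalling expressed D2; compounds were pin-added after a 10 s baseline, read kinetically 180 s, then an EC20 dopamine challenge followed with a further 180 s calcium read.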
TRHR PAM: allosterically enhances the human TRH receptor | P34981 | TRHR cells, fluo-8 calcium fluorescence, EC20 TRH enhancement | enhancement, % at 2 µM | 0.66% of 360,000 active | AID 493056; in the data active = enhancement above about 30%; note: 0% is about no effect
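TRHR-expressing cells loaded with fluo-8 calcium dye were read kinetically (ex 480/em 530) during compound addition, then stimulated with an EC20 of TRH (10 nM final). Enhancement of the Gq-mediated intracellular calcium response was scored.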
* hit, by the source's call; ? = inconclusive; nt = not tested or not shown. Cut-off read from the data, not from the text of the source, unless noted: active = activation above about 30%; inactive = the rest.

The line under a structure holds: D2 potentiator	TRHR agonist	TRHR PAM	D1 PAM	D2 ag	RXFP1 antag	D2 antag	D1 antag	D1 ag
- CN(C)C(=S)Nc1ccc(Cl)cc1
    14	0.5	-3	-1	-0.1	-7	-4	-29	2
- CC(C)[C@H](NS(=O)(=O)c1ccccc1)C(=O)OCn1nnc2ccccc2c1=O
    18	0.0	-1	0	0.6	2	-21	-2	3
- O=C1N(CN2C(=O)C3(OCCO3)c3ccccc32)c2ccccc2C12OCCO2
    -2	-0.7	-8	-5	0.5	-1	3	7	3
- Cc1ccccc1Nc1c(-c2c[nH]c3ccccc23)nc2ccc(Cl)cn12
    3	-0.1	6	-1	0.0	-16	nt	-4	0
- CCOC(=O)c1cnc(-n2nc(C)cc2C)nc1Oc1ccc(C#N)cc1
    4	0.3	5	-4	1.1	-14	-1	2	4
- Cc1ccc(NC(=O)CN(C)C(=O)c2sc3cc(Cl)ccc3c2Cl)cc1
    13	-0.7	0	-3	-0.3	-28	6	-6	5
- CN(C(=O)c1ccc(OC2CCN(S(=O)(=O)N(C)C)CC2)cc1)C1CCCCC1
    1	0.7	-11	-7	0.8	7	4	-1	4
- CC1Cc2ccccc2N1CC(=O)Nc1ccc(S(N)(=O)=O)cc1 (configuration not stated)
    16	0.3	-11	-4	1.9	-5	-2	4	2
- CCCn1cc(S(=O)(=O)c2ccc(C)c(C)c2)c(=O)c2cc(F)c(N3CCC(C)CC3)cc21
    2	0.2	6	-3	-0.3	10	nt	4	-1
- CCc1ccc(NC(=O)Cn2c(=O)c(-c3ccccc3NC(C)=O)nc3ccccc32)cc1
    -27	0.7	3	1	-1.4	-6	nt	0	0
- COc1ccc(S(=O)(=O)N2CCSC2c2ccccc2)cc1 (configuration not stated)
    -2	-0.6	-2	2	-0.4	-15	-6	-14	2
- COc1ccc(CCNC(=O)Cc2c(C)c3c(cc(C)c4c(C)c(C)oc43)oc2=O)cc1OC
    -5	0.5	-2	6	0.3	0	nt	5	-1
- CC1CCc2c(nc3sc4c(c3c2N)CCCC4)C1 (configuration not stated)
    -12	-0.5	-2	-3	-0.9	-11	-9	-7	3
- O=C(N[C@@H](Cc1ccc(Br)cc1)C(=O)O)OCC1c2ccccc2-c2ccccc21
    -5	-0.7	-5	1	1.0	nt	-1	-4	15
- Cc1cccc(OCCSCc2nc3ccccc3[nH]2)c1
    -18	-0.8	-5	-4	-0.3	-8	15	-13	8
- O=C(NC1CCN(S(=O)(=O)c2ccc(F)cc2)CC1)C1CCCCC1
    9	-1.6	13	nt	-1.5	-13	-10	6	17
- CSCCC(NC(=O)c1ccccc1)C(=O)N/N=C(\C)c1ccccc1 (configuration not stated)
    -8	17	0	-3	20	nt	0	-7	3
- CN(C)C(=O)/C(=C\c1ccncc1)NC(=O)c1ccccc1
    1	0.4	-6	-2	-0.6	0	39*	-15	5
- O=C(CCNC(=O)c1ccc(Br)cc1)NCc1ccncc1
    3	0.0	3	-5	-0.3	-5	-14	-6	1
- O=C(NCCCN1CCOCC1)C1CC(=O)N(C2CCCCC2)C1 (configuration not stated)
    11	0.0	22	0	0.6	7	-9	6	6
- CCOC(=O)N1CCC(NC(=O)Cn2ncc3c4ccccc4n(C)c3c2=O)CC1
    4	0.2	3	4	1.3	-27	2	-8	-4
- CC1CCCC(C)N1C(=O)COC(=O)Cc1ccc(F)cc1 (configuration not stated)
    -14	-0.7	1	-5	2.5	16	-11	-15	2
- Cc1ccc(S(=O)(=O)Oc2ccccc2/C=N/NC(=O)c2c(Cl)cnn2C)cc1
    10	-0.2	-6	-1	-0.5	3	5	-5	1
- O=C(NC(=S)NCC1CCCO1)c1ccccc1F (configuration not stated)
    0	-0.1	-1	-2	0.8	-8	-14	nt	-1
- CN(C(=O)CSc1n[nH]c(-c2cccs2)n1)C1CCS(=O)(=O)C1 (configuration not stated)
    -1	-0.6	10	-3	-0.8	-12	-12	9	1
- O=C(Cn1c(=O)nc(-c2ccccc2)c2ccccc21)NCCCc1ccccc1
    8	-2.0	7	1	nt	nt	nt	10	-3
- CSc1oc(-c2ccco2)nc1S(=O)(=O)c1ccc(C)cc1
    nt	-0.3	-2	1	nt	-7	nt	16	-4
- Cc1ccc(NC(=O)c2cnn(-c3ccccc3)c2NC(=O)c2ccco2)cc1
    3	-0.5	4	2	0.1	7	6	5	-1
- CN(C)C(CNC(=O)CCNC(=O)c1ccc(Cl)cc1)c1ccco1 (configuration not stated)
    -9	-0.6	12	-4	-1.0	-14	8	-1	-2
- COc1ccc(C(=O)NC2CCSc3ccccc32)cc1F (configuration not stated)
    13	-0.4	-1	1	1.1	2	1	-5	-4
- COc1cc(C(=O)NNC(=O)c2ccc(S(=O)(=O)N3CCCCC3)cc2)cc(OC)c1OC
    6	0.6	1	-2	0.3	-9	1	-4	0
- CCCC(=O)Nc1sc(C)c(C)c1C(=O)Nc1cccc(C)c1
    nt	0.1	10	-1	nt	?	nt	-18	-1
- CCOC(=O)C1=C(O)c2ccccc2C(=O)/C1=C\c1ccc(C)cc1
    11	9.4	-1	1	10.0	?	5	-14	34*
- CCOc1ccccc1C(=O)Nc1cccc2cccnc12
    6	0.6	0	4	-0.7	-19	-4	15	10
- N#CC1=C(N)C(C#N)(C#N)C(c2cccnc2)C2CN(C(=O)OCc3ccccc3)CC=C12 (configuration not stated)
    2	-0.1	3	-4	-1.6	-2	-3	7	-1
- Brc1ccccc1/C=N/Nc1ccc2ccccc2n1
    -13	0.6	-3	-6	0.5	-17	-4	-5	3
- Cc1cc(C(=O)N/N=C/c2ccc(N(C)C)o2)cs1
    4	0.8	1	-3	0.2	-6	3	3	3
- CCOC(=O)NCc1ccc2[nH]c(C)cc2c1
    -5	0.2	0	1	-0.6	4	9	-7	2
- O=C(CCn1c(=O)c2sccc2n(Cc2cc(=O)n3ccccc3n2)c1=O)NCc1ccco1
    2	0.2	4	0	0.8	0	-8	4	0
- CC(=O)/C(=N/Nc1ccccc1)Sc1nnc(C(O)c2ccccc2)n1-c1ccccc1 (configuration not stated)
    13	-0.1	-4	-10	-0.1	-9	3	11	0
- Cc1nn(C)cc1S(=O)(=O)N1CCN(c2cccc(Cl)c2)CC1
    -4	-0.6	-3	0	0.8	-4	-5	-22	2
- CC(C)C(Nc1ccc(S(=O)(=O)N2CCOCC2)cc1[N+](=O)[O-])C(=O)O (configuration not stated)
    6	0.4	7	1	3.1	-5	-5	1	1
- COc1ccc(Cl)cc1NC(=O)C1CCN(S(=O)(=O)c2ccc(F)cc2)CC1
    -21	0.4	-3	-2	0.5	-4	nt	-4	0
- COc1ccc(OC)c2sc(N(CCN(C)C)C(=O)c3ccc4ccccc4c3)nc12
    8	0.1	5	-9	0.1	-31	-3	-15	0
- Cc1ccc(C2=Nc3ccc(Br)cc3C(c3ccncc3)=NN2)cc1
    7	-0.3	4	-3	nt	-17	-6	-16	1
- COC(=O)c1sc(NC(=O)COC(=O)C2CCC2)c(C(=O)OC)c1C
    -3	-0.1	-4	-4	0.1	-16	4	5	3
- Cc1cc(C(=O)NC2CCCc3c2cnn3-c2ccc(C(C)(C)C)cc2)n[nH]1 (configuration not stated)
    0	-0.4	1	-3	-0.9	-2	16	-5	8
- COc1ccc(NC(=O)Nc2ccc(C(=O)N3CCOCC3)cc2)cc1OC
    nt	0.8	-1	6	nt	-3	nt	4	2
- Cc1cc(-c2nnc(CCC(=O)N(C)CCc3ccccc3)o2)no1
    6	0.3	1	-8	0.9	-2	-8	0	1
- Cc1noc(C)c1COC(=O)C1COc2ccccc2O1 (configuration not stated)
    5	0.2	-1	-1	0.5	-13	-2	2	2
- O=C(c1ccncc1)N1CCN(C(=O)c2ccco2)CC1
    nt	0.4	1	0	nt	4	nt	5	2
- CCOC(=O)Cn1nc(C)n(-c2ccc(Br)cc2)c1=O
    12	-0.4	4	14	1.0	5	-8	-48*	2
- CC(=O)c1c(C)nn(C(C)CC(=O)O)c1C (configuration not stated)
    -1	0.3	0	2	0.8	-2	12	3	2
- O=C(NC1CCCCCC1)c1ccc(OCC2CCCO2)cc1 (configuration not stated)
    -3	-0.3	7	-2	-0.1	-18	9	-2	2
- N/C(=N\OC(=O)CCCc1ccccc1)c1ccc([N+](=O)[O-])cc1
    -2	0.0	-1	4	-0.6	-8	-18	-29	7
- CC(C)OC(=O)CN1C(=O)S/C(=C/c2ccc(N3CCCCC3)o2)C1=O
    4	27	3	-7	17	-13	2	2	61*
- O=[N+]([O-])/C=C/c1cc2ccccc2[nH]1
    -3	9.1	14	-4	2.9	-16	-7	-6	1
- CCN(CC)c1ccc(S(=O)(=O)N2CCOCC2)cc1NC(=O)COC(=O)c1cccnc1SC
    -7	0.9	-3	1	1.1	13	10	6	5
- CN(C1CCS(=O)(=O)C1)S(=O)(=O)c1ccccc1 (configuration not stated)
    16	-0.6	30*	-1	-0.8	-2	1	-29	0
- O=C(COC(=O)CNC(=O)c1ccccc1F)Nc1ccc2c(c1)OCCO2
    -8	-0.2	-8	-2	-0.3	-2	-6	0	1

Some entries already given, reduced to D1 antag and TRHR agonist.
Molecule	D1 antag	TRHR agonist
COc1ccc(NC(=O)Nc2ccc(C(=O)N3CCOCC3)cc2)cc1OC	4	0.8
Cc1cc(-c2nnc(CCC(=O)N(C)CCc3ccccc3)o2)no1	0	0.3
Cc1noc(C)c1COC(=O)C1COc2ccccc2O1 (configuration not stated)	2	0.2

Remaining list, next part.
The line under a structure holds: D2 potentiator	TRHR agonist	TRHR PAM	D1 PAM	D2 ag	RXFP1 antag	D2 antag	D1 antag	D1 ag
- COc1cccc(NC(=O)NCCc2ccc(Cl)cc2)c1
    -11	-0.5	-5	-9	-0.4	3	26	nt	5
- COc1ccc(C(=O)Nc2cc(C)nn2-c2cccc(F)c2)cc1OC
    nt	-1.8	1	-2	nt	6	nt	-2	2
- CCCCCCn1c(=O)[nH]c2nc3cc(N)c(C)cc3nc2c1=O
    5	-0.8	23	-1	-0.9	6	-1	-6	295*
- O=C(c1ccc(Cl)cc1)c1cc(-c2ccccn2)c(N2CCOCC2)s1
    2	2.2	-8	-5	1.0	-7	12	-4	9

Structures listed above that bear a hit mark in D1 ag:
Compound	D2 potentiator	TRHR agonist	TRHR PAM	D1 PAM	RXFP1 antag	D2 antag	D1 antag	D1 ag
CCOC(=O)C1=C(O)c2ccccc2C(=O)/C1=C\c1ccc(C)cc1	11	9.4	-1	1	?	5	-14	34*
CC(C)OC(=O)CN1C(=O)S/C(=C/c2ccc(N3CCCCC3)o2)C1=O	4	27	3	-7	-13	2	2	61*
CCCCCCn1c(=O)[nH]c2nc3cc(N)c(C)cc3nc2c1=O	5	-0.8	23	-1	6	-1	-6	295*

Assay outcomes (PubChem)
